E-sel inducer – induces E-selectin expression in human endothelial cells; P16581; HUVEC E-selectin immunofluorescence imaging; normalized: neutral wells 0, TNF-alpha wells 100; activation, % at 7.58 µM; hit rate 0.37% among 260,000; AID 686992;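 active = mean E-selectin-positive cell signal at least 10% of the positive control, reached in at least 60% of replicates, without over 20% cell loss; inconclusive = no rule given, readout overlaps actives, possibly toxicity-flagged; inactive = the rest, including those meeting only one limit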;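 also: in these data hits start at about 27%; measured in HUVEC primary endothelial cells; signal is the percent of cells scored E-selectin positive by PE staining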
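Material: HUVEC primary endothelial cells; Amount: 3,000 cells per well; Dosing: single concentration; Medium: EGM-2 growth medium on 0.1% gelatin-coated wells; Read-out basis: percent E-selectin-positive cells; Signal: immunofluorescence imaging; Control set: TNF-alpha, DMSO.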
DENV2 CPE rescue – DENV2-induced cell death inhibition | DENV2-infected cells, cytopathic effect rescue, plate reader | CPE inhibition, % at 9.99 µM | hit rate 1.7% among 350,000 | AID 651640; in the data active = CPE inhibition above about 20%, passing the limit was not always enough; inconclusive = no clear call, values can overlap the other calls; tested in BHK-21 cells;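 also: 0% = median of neutral control wells and 100% = median of positive control wells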
Casp6 inh – blocks human caspase-6 cleavage activity; purified caspase-6, Z-VEID-R110 cleavage fluorescence; hit rate 0.53% among 350,000; inhibition, % at 12.5 µM;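 active = mean inhibition across replicates at least about 35%, with every replicate also reaching that limit, limit read from the data; inconclusive = only one of the two criteria met; inactive = neither criterion met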;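 also: 0% = median of neutral control wells and 100% = no fluorescence left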
Target sequence (P55212 24-179 limits assumed): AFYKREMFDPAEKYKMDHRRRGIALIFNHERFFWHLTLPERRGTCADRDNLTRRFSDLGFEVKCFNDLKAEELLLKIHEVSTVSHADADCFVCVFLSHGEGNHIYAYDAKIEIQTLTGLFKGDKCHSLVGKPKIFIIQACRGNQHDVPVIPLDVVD
Target sequence (P55212 194-293 limits assumed): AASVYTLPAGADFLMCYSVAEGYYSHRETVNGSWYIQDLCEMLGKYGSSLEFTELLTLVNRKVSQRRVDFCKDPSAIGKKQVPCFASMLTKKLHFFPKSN
RAD52 anneal inh – RAD52 (human) annealing inhibition. P43351. recombinant RAD52 DNA annealing, FRET fluorescence. inhibition, % at 18.7 µM. hit rate 0.46% among 360,000. AID 651710;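 active = every replicate showing at least 50% inhibition; inconclusive = mean inhibition at least 50% but not in every replicate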
CFTR F508del cor – CFTR F508del correction in bronchial cells | CFBE cells, YFP halide quenching; stimulated with forskolin plus potentiator P3; % fluorescence drop versus neutral controls | hit rate 0.36% among 350,000 | activity (quench increase), % at 7.58 µM;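 active = mean added fluorescence quench of at least 8% versus neutral control, with both replicates also reaching 8%; inconclusive = only one of the mean or replicate conditions met; inactive = mean below 8% and not both replicates reaching 8%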;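 also: cells transiently co-express mutant CFTR-F508del with the halide-sensitive YFP; corrector assay measuring rescue of mutant channel to the surface after 24 h compound exposure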
XiGFP reactiv – activators of X-chromosome reactivation in mouse fibroblasts | activation, % at 7.58 µM | hit rate 0.055% among 360,000 | XiGFP mouse fibroblasts, % GFP-positive cells imaging, 3 d; cells co-treated with 5-aza-dC sensitizer; scaled so ellipticine positive control = 100% | AID 743238;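 active = mean normalized replicate activation at least 10% and every replicate at or above 10%; inconclusive = only one of the two criteria met; inactive = mean below 10% and not all replicates reach 10%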;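 also: 0% = median of on-plate neutral control wells and 100% = ellipticine 6 µM median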
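assay system = SV40-immortalized XiGFP fibroblast cells, line 68-5-11 | buffer or medium = DMEM plus 5-aza-dC sensitizer | doses = single-point pinned compound dosing | times = 3-day compound exposure, then 15 min fixation at room temperature | benchmarks = positive control ellipticine, 6 µM final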
GSIS activator – primary screen for activators of insulin secretion dependent on glucose, INS-1E cells, GLuc reporter luminescence. AID 743287. hit rate 0.61% among 370,000. activation, % at 16.6 µM. INS-1E GLuc reporter insulin secretion, 2-3 h;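 active = lowest replicate activation of at least 40%, so every replicate reaches that level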;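 also: 0% = median of neutral control wells and 100% = median of IBMX positive control wells; some compounds called inactive have numbers as strong as hits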
RAD54 inh – inhibitors of human RAD54 branch migration. inhibition, % at 10.4 µM. RAD54 Holliday junction branch migration, FAM/BHQ fluorescence. hit rate 0.14% among 360,000;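 active = mean normalized replicate activity at least 40 and at least half of replicates scoring 40 or more; inconclusive = only one of the two criteria met; inactive = mean below 40 and under half of replicates reaching 40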;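 also: 0% = median of neutral control wells and 100% = median of positive control wells; inhibitors cause a drop in the FAM fluorescence signal; in these data hits start at about 50%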
Target sequence (Q92698 whole entry, looked up): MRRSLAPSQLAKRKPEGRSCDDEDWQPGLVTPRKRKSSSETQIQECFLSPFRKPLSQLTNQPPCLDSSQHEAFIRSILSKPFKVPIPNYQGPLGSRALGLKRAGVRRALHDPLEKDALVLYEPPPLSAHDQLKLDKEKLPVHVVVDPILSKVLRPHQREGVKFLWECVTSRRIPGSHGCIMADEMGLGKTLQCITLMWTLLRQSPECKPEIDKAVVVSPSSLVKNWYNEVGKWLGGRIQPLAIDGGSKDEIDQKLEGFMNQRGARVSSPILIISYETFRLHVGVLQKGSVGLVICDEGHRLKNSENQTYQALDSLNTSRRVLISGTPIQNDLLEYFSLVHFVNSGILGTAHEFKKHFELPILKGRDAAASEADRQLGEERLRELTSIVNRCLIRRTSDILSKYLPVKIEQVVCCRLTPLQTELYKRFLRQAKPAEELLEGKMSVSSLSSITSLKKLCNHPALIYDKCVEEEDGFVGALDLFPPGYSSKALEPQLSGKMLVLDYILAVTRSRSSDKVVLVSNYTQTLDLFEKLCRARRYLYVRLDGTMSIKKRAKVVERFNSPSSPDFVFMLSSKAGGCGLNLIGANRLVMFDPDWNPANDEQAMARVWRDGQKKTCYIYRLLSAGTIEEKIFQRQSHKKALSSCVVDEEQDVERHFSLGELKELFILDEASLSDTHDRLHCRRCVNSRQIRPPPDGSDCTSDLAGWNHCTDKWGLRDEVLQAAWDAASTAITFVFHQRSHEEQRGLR
* hit, by the source's call; ? = inconclusive; . = not tested or not shown.

SMILES	E-sel inducer	DENV2 CPE rescue	Casp6 inh	RAD52 anneal inh	CFTR F508del cor	XiGFP reactiv	GSIS activator	RAD54 inh
C/C=C/c1ccc([C@@H]2[C@H](CO)N(C(C)=O)[C@H]2CNC(=O)c2ccncc2)cc1	0.1	12	-1	-25	-2.0	0.2	-7	-3
CCC(C)CN1C(=O)CSCC1(C)C(=O)NC(C)C (configuration not stated)	1.4	6	-1	1	-5.4	0.0	-2	.
O=C(CSc1nnc(CCCOc2ccc(Cl)cc2Cl)o1)Nc1ccc(C(=O)O)cc1	-2.2	.	.	.	.	0.0	-8	-3
C[C@H](CO)N1C[C@H](C)[C@H](CN(C)CC2CC2)OCc2ccccc2-c2c(n(C)c3ccccc23)C1=O	0.0	1	-1	24	-2.3	0.2	-19	2
CO[C@H]1CN(C)C(=O)c2cc(NC(=O)C3CCCC3)ccc2OC[C@H](C)N(C(C)=O)C[C@@H]1C	5.0	.	.	.	0.2	0.3	-1	-5
Cc1nc2ccccn2c1C(=O)NNC(=S)Nc1ccccc1	1.9	-2	3	-13	0.7	0.1	5	.
CCCc1cc(=O)oc2cc(C)cc(OCC(=O)N3CCC(C(=O)O)CC3)c12	.	?	0	-6	-2.1	.	6	-3
COc1ccc(NC(=O)C2CCCN2S(=O)(=O)c2ccc(Cl)cc2)cc1 (configuration not stated)	.	-1	-2	-6	-1.1	-0.1	7	-5
NC(CCc1ccccc1)c1csc(Nc2nncc3ccccc23)n1 (configuration not stated)	0.0	-1	16	-7	2.1	-0.1	-26	0
CCn1c(SCC(=O)c2cc(C)ccc2C)nc2cc(S(=O)(=O)N3CCOCC3)ccc21	1.4	-11	2	-1	.	-0.1	.	-7
CC(C)CC#Cc1ccc2c(c1)O[C@H](CN(C)C(=O)c1ccccc1)[C@@H](C)CN([C@H](C)CO)S2(=O)=O	0.8	-8	-1	-5	1.3	-0.5	-50	1
BrC(/C=N/N1CCN(Cc2ccccc2)CC1)=C/c1ccccc1	1.1	3	0	-15	-1.2	0.0	.	-1
CCN(Cc1nc2cc(Cl)ccc2c(=O)[nH]1)C(=O)c1cc2c(s1)CCCCC2	0.2	-17	-4	-46	6.0	0.1	-23	8
CC(C(=O)Nc1cccnc1)n1cc([N+](=O)[O-])cn1 (configuration not stated)	.	4	2	-2	-7.2	0.0	-6	.
O=C(CN1C(=O)COc2ccccc21)N1CCN(c2ccccc2F)CC1	.	.	-4	-5	.	.	5	-1
COc1ccc(NC(=O)Nc2ccc3c(c2)C(=O)N([C@H](C)CO)C[C@H](C)[C@@H](CN(C)C(=O)Nc2ccc4c(c2)OCO4)OCCCC[C@@H](C)O3)cc1	0.0	-5	4	0	-2.2	0.1	8	-3
COc1ccc(Br)cc1S(=O)(=O)n1c([N+](=O)[O-])cnc1C	.	1	3	-27	-9.4	0.0	-2	-4
C[C@@H]1CCCCO[C@H](CN(C)C(=O)c2ccncc2)[C@H](C)CN([C@@H](C)CO)C(=O)c2cc(NC(=O)c3ccncc3)ccc2O1	0.5	-6	3	2	1.3	0.1	0	6
C[C@@H]1CCCCO[C@H](CN(C)C(=O)c2ccccc2)[C@@H](C)CN([C@H](C)CO)C(=O)c2cc(NS(=O)(=O)c3cccs3)ccc2O1	.	0	4	0	2.8	0.1	-2	-7
C[C@@H]1CCCCO[C@H](CN(C)C(=O)CCC(F)(F)F)[C@H](C)CN([C@@H](C)CO)C(=O)c2cc(NS(=O)(=O)c3ccc(F)cc3)ccc2O1	.	-14	7	-25	0.0	0.2	-21	2
CC(=O)Nc1ccc(C(=O)CSc2nnc(-c3ccccc3F)n2CCc2ccccc2)cc1	-0.5	-4	4	-34	-1.9	-0.2	-8	.
O=C(O)C1CCCN1c1nc(-c2ccc(Cl)c(Cl)c2)cc(C(F)(F)F)n1 (configuration not stated)	-0.6	0	0	-8	-3.8	0.6	-6	-1
[O-][n+]1cccc(C(O)c2ccccc2)c1 (configuration not stated)	-1.0	-4	-4	-10	-2.1	0.0	20	-13
COc1ccc(Cn2nnc(C(=O)Nc3ccc4c(c3)OCCO4)c2N)cc1Br	.	9	6	-14	-4.4	0.4	19	2
CCN1C(=O)[C@@H]2[C@@H](c3ccc(-c4ccc(F)cc4)c(OC)c3)N3CCCC[C@@]3(C(=O)OC)[C@@H]2C1=O	.	-1	1	-122	-0.6	0.0	15	-4

Going on with the list.
SMILES	E-sel inducer	DENV2 CPE rescue	Casp6 inh	RAD52 anneal inh	CFTR F508del cor	XiGFP reactiv	GSIS activator	RAD54 inh
C[C@H](CO)N1C[C@H](C)[C@H](CN(C)C(=O)Nc2ccc(F)cc2)Oc2ccc(NC(=O)Cc3ccccc3)cc2C1=O	-1.8	?	0	-34	-1.7	-0.2	6	10
Cc1c(C(=O)N2CCCC(C)(C(=O)NS(=O)(=O)C3CC3)C2)oc2ccccc12 (configuration not stated)	-0.1	7	0	-2	1.8	0.1	-8	-2
O=[N+]([O-])c1ccc(S(=O)(=O)NCC(c2cccnc2)N2CCOCC2)cc1 (configuration not stated)	0.0	-2	.	-12	1.8	0.3	3	.
CC(C)(C)NC(=O)C(c1ccc(F)cc1)N(Cc1ccco1)C(=O)CCC(=O)Nc1nccs1 (configuration not stated)	.	?	-4	-2	-2.2	0.0	-15	-4
C[C@H]1CN([C@@H](C)CO)C(=O)c2cc(-c3cccc(C#N)c3)cnc2O[C@@H]1CN(C)C(=O)c1cnccn1	0.1	-2	3	-2	0.9	-0.7	2	0
CC(C)NC(=O)N(C)C[C@H]1Oc2ccc(NC(=O)CCC(F)(F)F)cc2C(=O)N([C@@H](C)CO)C[C@@H]1C	-5.7	23*	1	3	2.0	-1.4	0	5
CC(=O)c1ccc(N2C(=O)CC(N3CCN(S(=O)(=O)c4cc(C)ccc4C)CC3)C2=O)cc1 (configuration not stated)	-0.3	3	1	-30	3.1	0.3	-20	.
C=CCn1c(SCC(=O)Nc2ccc3c(c2)OCCO3)nc2cc(C(=O)O)ccc2c1=O	.	-13	4	-12	-3.1	0.2	5	-6
O=C(NCc1ccccn1)[C@@H]1[C@@H](CO)[C@@H]2Cn3c(cccc3=O)[C@@H]2N1CCc1ccccc1	-0.1	-1	-2	-30	.	0.3	8	13
CC(=O)Nc1ccc(NC(=O)c2ccc(NS(=O)(=O)c3cc(C(C)(C)C)ccc3C)cc2)cc1	.	5	0	-8	4.1	0.0	0	.
COc1ccc(S(=O)(=O)Nc2ccc(S(=O)(=O)NCC3CCCO3)cc2)cc1 (configuration not stated)	.	-3	.	-16	-1.7	0.1	0	-1
CC(=O)N(C)C[C@H]1Oc2cc(-c3cncnc3)ccc2S(=O)(=O)N([C@@H](C)CO)C[C@H]1C	0.3	-4	0	7	-0.6	-1.1	8	12
C[C@H]1CN([C@@H](C)CO)C(=O)c2cc(-c3ccc(C#N)cc3)cnc2O[C@@H]1CN(C)CC1CCCC1	5.0	4	3	-8	-2.4	-0.5	0	-8
CC(/C=N/Nc1ccc2nncn2n1)=C\c1ccccc1	.	12	-2	-7	-0.8	0.0	.	.
Cc1ccc(-c2ccc3c(c2)O[C@H](CN(C)C(=O)C2CCC2)[C@H](C)CN([C@H](C)CO)S3(=O)=O)cc1	1.4	?	-2	2	-0.5	-0.5	-23	-4
COC(=O)c1cc(NS(=O)(=O)c2cccs2)cc(NS(=O)(=O)c2cccs2)c1	.	5	2	-9	-5.3	0.0	23	-6
CC(OC(=O)COc1ccc(C#N)cc1)C(=O)c1ccccc1 (configuration not stated)	-0.1	-1	-2	-14	-1.4	0.0	32	1
C[C@@H]1CCCCO[C@@H](CN(C)C(=O)NC2CCCCC2)[C@H](C)CN([C@@H](C)CO)C(=O)c2cc(NS(=O)(=O)c3cccs3)ccc2O1	-0.2	0	3	-26	2.5	-0.7	-14	-1
CN(C)CCCNC(=O)N1c2ccccc2Sc2ccccc21	.	2	-4	-9	1.1	0.0	-15	2
CC(C)c1nn2c(=O)cc(CSc3ccccc3NC(=O)c3ccccc3F)nc2s1	.	0	0	-7	3.0	0.0	-9	-6
O=C(NNCC(O)COc1ccccc1)c1ccccc1 (configuration not stated)	-8.9	-10	-1	-13	2.5	0.2	0	-1
COc1ccc(NC(=O)CCn2ccnc2)c(OC)c1	0.0	-4	-1	-3	-1.5	0.0	-4	-6
COc1ccccc1CNC(=O)C[C@@H]1CC[C@H]2[C@@H](COC[C@H](O)CN2C(=O)Nc2ccccc2)O1	0.1	3	0	-11	1.4	0.4	-2	-14
COc1ccccc1C#Cc1cnc2c(c1)C(=O)N([C@H](C)CO)C[C@@H](C)[C@H](CN(C)C(=O)CC1CC1)O2	-0.1	-12	-3	-10	-2.2	0.0	-9	5
CC[C@@H](C)[C@H](NC(=O)CCc1c(C)c2cc3c4c(oc3c(C)c2oc1=O)CCCC4)C(=O)O	0.0	-1	-1	0	2.5	0.0	-5	3

The list goes on:
SMILES	E-sel inducer	DENV2 CPE rescue	Casp6 inh	RAD52 anneal inh	CFTR F508del cor	XiGFP reactiv	GSIS activator	RAD54 inh
COc1ccccc1CN1[C@H](CO)[C@H]2c3ccccc3N(C(=O)c3ccncc3)C[C@H]21	1.3	95*	2	-8	1.7	0.3	17	1
CCc1nnc(NC(=O)CN2CCN(CC)CC2)s1	.	7	0	-16	-1.7	0.0	-6	-5
CN(C)C(=O)c1cccc(-c2ccc([C@@H]3[C@H](CO)N4C(=O)CN(C(=O)C5CCC5)C[C@@H]34)cc2)c1	-0.2	-6	1	-2	-1.3	0.0	-6	.
CC1(C)c2[nH]c3ccccc3c2C[C@H]2C(=O)N(CCCO)CC(=O)N21	.	2	-2	-5	-2.2	0.1	0	-4
Cc1c(O)ccc2c(CC(=O)N[C@@H](Cc3ccc(O)cc3)C(=O)O)cc(=O)oc12	-0.1	6	-1	-8	1.3	0.0	11	-8
COc1cc(NC(=O)c2cccs2)c(OC)cc1NC(=O)Cc1ccccc1	.	-2	1	-7	3.5	0.0	-6	-10
CC(C)NC(=O)Nc1ccc2c(c1)CC(=O)N([C@H](C)CO)C[C@H](C)[C@H](CN(C)Cc1ccc(C(F)(F)F)cc1)O2	-4.5	0	-3	4	-3.9	0.0	-21	-2
COc1ccc(CNC(=O)CC(C)CC2=NS(=O)(=O)c3ccccc3N2)cc1 (configuration not stated)	2.5	-4	2	0	-0.7	0.0	1	7
CN(C)C(=O)c1ccc(-c2ccc([C@H]3[C@@H](CO)N4C(=O)CN(C(=O)C5CCCC5)C[C@@H]34)cc2)cc1	-0.1	-21	2	12	-0.7	0.0	2	.
O=C(Nc1cc(Cl)ccc1N1CCCC1)C1=COCCO1	.	-3	-52	-14	1.3	-0.2	-2	-8
Cc1ccccc1Nc1nc(Cl)c(C=O)s1	1.0	12	6	-376	-0.9	0.6	9	-3
COc1ccc(Cc2c(C3CCCCC3)nc3c4ccccc4ccn23)c(C)c1	0.7	13	11	-40	-3.1	.	1	1
Cc1ccc(Cn2c(=N)c(C(=O)NCC3CCCO3)cc3c(=O)n4ccccc4nc32)cc1 (configuration not stated)	0.1	1	0	-117	-1.5	0.0	35	11

Screening data from PubChem.

Random draw from the library; about 3.7% have a hit in one of these screens.
